Assay outcomes deposited in PubChem by several laboratories.
HIV peptide binding: inhibitors of HIV fusion peptide binding, primary screen, biochemical, uHTS, fluorescence dequenching (AID 1986); cell-free peptide binding, fluorescence dequenching, 30 min; higher % means a stronger effect; inhibition, % at 20 µM, or IC50 in µM where a hit was titrated; 290,000 tested, 0.3% active; in the data active = inhibition mostly above about 52%, no sharp cut-off; inactive = mostly below about 76%; note: some results filed as inactive read as strong as hits
NTR1 ag: agonists of NTR1, primary screen, imaging, U2OS cells, beta-arrestin-GFP, high content (AID 493036). NTR1-U2OS beta-arrestin-GFP spot imaging, agonist mode. P30989. activation, % at 20 µM. 330,000 tested, 0.17% active;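 active = activation at or above 40% of the spot to cytoplasm intensity ratio, with at least 20 cells analyzed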;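 note: 0% = DMSO without peptide and 100% = 100 nM NTR1 peptide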
Target sequence (P30989 whole entry, looked up): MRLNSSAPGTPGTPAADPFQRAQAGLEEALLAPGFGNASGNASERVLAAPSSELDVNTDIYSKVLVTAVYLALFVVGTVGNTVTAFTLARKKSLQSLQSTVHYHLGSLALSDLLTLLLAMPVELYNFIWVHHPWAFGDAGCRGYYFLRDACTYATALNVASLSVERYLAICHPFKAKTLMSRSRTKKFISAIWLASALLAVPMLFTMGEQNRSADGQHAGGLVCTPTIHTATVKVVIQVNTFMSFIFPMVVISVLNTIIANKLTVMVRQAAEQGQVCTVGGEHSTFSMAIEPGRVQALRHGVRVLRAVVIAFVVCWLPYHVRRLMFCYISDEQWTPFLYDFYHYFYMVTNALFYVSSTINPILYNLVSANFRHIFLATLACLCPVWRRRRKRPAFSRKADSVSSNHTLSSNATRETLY
GPR55 antagonists: GPR55 antagonists blocking LPI-driven arrestin recruitment, primary screen, imaging, U2OS, beta-arrestin-GFP, LPI agonist (AID 2013); U2OS GPR55 beta-arrestin-GFP translocation imaging, LPI antagonism; higher % means a stronger effect; inhibition, % at 10 µM, or IC50 in µM where a hit was titrated; 290,000 tested, 0.13% active;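 active = spots per cell inhibited over 60%, with over 100 cells counted and total cytoplasm intensity under 500,000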;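 note: U2OS cells stably carrying GPR55 and arrestin-GFP stimulated by 5 µM LPI near EC80; imaged beta-arrestin-GFP aggregate spots per cell after agonist stimulation; plate controls were LPI-stimulated DMSO wells for no effect and DMSO wells without LPI for full effect; some results filed as inactive read as strong as hits; confirmed hits need IC50 under 10 µM and bright autofluorescent wells are also inconclusive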
GPR35 arrestin U2OS: inhibition of zaprinast-stimulated GPR35 beta-arrestin translocation – imaging, U2OS, beta-arrestin-GFP, zaprinast agonist, primary screen (AID 2058); U2OS GPR35 beta-arrestin-GFP translocation imaging, zaprinast antagonism; higher % means a stronger effect; inhibition, % at 10 µM, or IC50 in µM where a hit was titrated; 290,000 tested, 0.052% active;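 active = inhibition of at least 50% with at least 30 cells and total cytoplasm GFP at most 10,000,000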
SIAH1 antagonists: blockers of Siah-1 interaction with plectin peptide – biochemical, fluorescence polarization, rhodamine-plectin, uHTS, primary screen (AID 1817); Siah-1 / rhodamine-plectin peptide fluorescence polarization; higher % means a stronger effect; displacement, % at 20 µM, or IC50 in µM where a hit was titrated; 290,000 tested, 0.02% active;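 active = displacement of at least 50% at 20 µM, with a fluorescence ratio check between 0.3 and a set limit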;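 note: plate controls were Siah plus tracer with DMSO for no effect and tracer alone without Siah for full effect; strong numbers were not always called active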
GPR55 activation: selective activators of receptor GPR55 – imaging, U2OS cells, beta-arrestin-GFP redistribution, primary screen (AID 1961) | activation, % at 10 µM, or EC50 in µM where a hit was titrated | 290,000 tested, 0.048% active | U2OS GPR55 beta-arrestin-GFP redistribution imaging; higher % means a stronger effect;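 active = activation above 40% with more than 50 cells counted in the well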;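 note: U2OS osteosarcoma cells stably expressing GPR55 and beta-arrestin-GFP; plate controls were DMSO negative control for no effect and LPI positive control for full effect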
K1F lysis inhibition: protection from phage-mediated lysis, alamar blue read-out – E. coli UTI89, K1F phage, bacterial capsule biogenesis inhibitors (AID 488966); E. coli UTI89 K1F phage lysis, alamar blue, 2 h; higher % means a stronger effect; inhibition, % at 100 µM, or IC50 in µM where a hit was titrated; 340,000 tested, 0.02% active;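 active = phage lysis inhibition, versus mean bacterial control, above a set limit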;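 note: capsule biogenesis inhibitors block K1F phage lysis so surviving cells raise fluorescence; higher fluorescence means more inhibition of phage lysis; actives were called in the ten point dose series up to 300 µM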
Dengue-2 NS5 capping: Dengue-2 NS5 methyltransferase inhibitors, primary screen, biochemical, confirmation dose response (AID 588689); inhibition, % at 25 µM, or IC50 in µM where a hit was titrated; Dengue-2 NS5 methyltransferase capping enzyme assay, biochemical; higher % means a stronger effect; 340,000 tested, 0.3% active; in the data active = a potency from the dose series
AID2073: disruptors of CaV2.2 binding to Mint1 – biochemical, HTRF (AID 2073); inhibition, % at 20 µM; hits with a dose series show IC50 in µM; HTRF protein-protein interaction, Mint1-CaV2.2; higher % means a stronger effect; 290,000 tested, 0.19% active; in the data active = inhibition mostly above about 51%, no sharp cut-off; note: some results filed as inactive read as strong as hits
NTR1 ag cell count 20 µM: second read-out of NTR1 ag, no call of its own (marks repeat the call); cell count; measured here: cell count, cytotoxicity flag
Dengue-2 NS5 capping pilot replicate: further read-out of Dengue-2 NS5 capping, marked with its call; inhibition, %; measured here: pilot screen replicate inhibition
Numbers without * were called inactive; x = not tested or not shown; [ ] = another dose, or the depositor's remark.

SMILES	HIV peptide binding	NTR1 ag	NTR1 ag cell count 20 µM	GPR55 antagonists	GPR35 arrestin U2OS	SIAH1 antagonists	GPR55 activation	K1F lysis inhibition	Dengue-2 NS5 capping	AID2073	others
O=C(Nc1ccc(Cl)cc1)C1CCCN(c2ncnc3c2nc2n3CCCCC2)C1 (stereo unspecified)	-0.1%	9.0	49	8%	-19%	4%	-0.1%	0.3%	-12%	2%
COc1ccc(CNC(=O)C/C(C)=N/NC(=O)c2cnccn2)cc1	-1.5%	2.6	29	3%	20%	-2%	-0.1%	0.2%	-3%	-12%
COc1ccc(NC(=O)CN(C)C(=O)C(C)Sc2ccccc2)cc1 (stereo unspecified)	0.3%	-0.5	63	8%	-3%	-4%	-0.1%	0.1%	1%	6%
COc1ccc(C(=O)NC(=S)NNC(=O)c2c(-c3ccccc3)noc2C)cc1OC	0.4%	1.6	51	2%	-8%	5%	0.4%	x	x	-23%
CN(C)S(=O)(=O)c1cccc(NC(=O)c2cc(=O)[nH]c(=O)[nH]2)c1	-0.4%	0.4	88	5%	-10%	1%	-0.1%	0.3%	-3%	9%
O=C(NCc1ccc(F)cc1F)c1cc(COc2c(F)cccc2F)on1	-0.7%	-1.0	56	2%	21%	0%	-0.3%	0.5%	-2%	7%
O=C(Cn1cncn1)N/N=C/c1cccc2ccccc12	-1.0%	-1.4	56	-1%	0%	2%	-0.2%	3.0%	0%	1%
C/C(Cl)=C\Cn1c(O)c(N=NC(N)=S)c2cc(Br)ccc21	1.0%	18	27	-2%	-7%	-4%	-0.2%	0.2%	2%	21%
O=C(CCNC(=O)C1CCN(S(=O)(=O)c2ccccc2)CC1)NCc1cccc(C(F)(F)F)c1	1.9%	-0.2	68	8%	-7%	3%	-0.1%	0.2%	-3%	-7%
CC(=O)Nc1ccc(C2=NNC(=Nc3ccc(S(=O)(=O)N4CCOCC4)cc3)SC2)cc1	1.6%	-1.2	55	-9%	4%	13%	-0.2%	0.3%	13%	14µM*
COc1ccccc1C(=O)Oc1ccc(N2C(=O)CCC2=O)cc1	0.2%	1.0	61	10%	2%	0%	0.0%	0.5%	-3%	5%
Cc1c(C(=O)N2CCCCC2)c(S(=O)(=O)N2CCN(c3ccc(F)cc3)CC2)c(C)n1C	0.0%	-0.5	45	-5%	12%	-2%	-0.2%	0.2%	8%	-1%
COC(=O)c1cc(S(=O)(=O)N2CCN(c3ccc(F)cc3)CC2)cn1C	-1.1%	-0.8	73	2%	4%	1%	-0.1%	1.4%	-4%	14%
COc1ccc(NC(=O)CCCN2C(=O)C(c3ccccc3)Oc3cccnc32)cc1OC (stereo unspecified)	-1.3%	-0.6	69	15%	4%	0%	0.2%	0.0%	2%	-10%
Cc1[nH]n(C(N)=S)c(=O)c1N=Nc1cccc(C(F)(F)F)c1	2.1%	0.5	73	2%	1%	-8%	0.0%	0.1%	-2%	0%
Cc1ccccc1NS(=O)(=O)c1ccc2oc(=O)ccc2c1	0.5%	0.4	64	4%	0%	0%	-0.2%	-0.1%	-5%	3%	Dengue-2 NS5 capping pilot replicate=0.3
Cc1cc(C)nc(N2CCC(C(=O)Nc3ccc4c(c3)OCCO4)CC2)n1	0.8%	-0.2	37	-8%	2%	0%	-0.6%	0.6%	1%	-17%
CCCC(=NCCc1c(C)[nH]c2ccccc12)C1=C(O)CC(c2ccccc2)CC1=O (stereo unspecified)	-2.2%	0.5	39	17%	-1%	12%	0.2%	0.1%	-2%	7%
CC(C)C(C)NC(=O)CN1C(=O)NC(c2ccccc2)(c2ccccc2)C1=O (stereo unspecified)	-0.2%	-0.1	53	-3%	-6%	-1%	x	0.1%	-5%	7%
Fc1ccc(-c2csc(N3CCSCC3)n2)cc1	-2.4%	6.0	45	13%	6%	18%	-0.3%	0.1%	1%	-19%
CC1CN(Cc2cc(=O)oc3cc(O)ccc23)CC(C)O1 (stereo unspecified)	-0.2%	0.7	53	1%	9%	-3%	0.1%	0.1%	-5%	41%
O=C(COC(=O)CC(NC(=O)c1ccccc1Cl)c1ccccc1)Nc1cccc(F)c1 (stereo unspecified)	-0.7%	2.0	82	15%	-8%	-3%	-0.1%	0.2%	-11%	49%
Cc1[nH]c2c(ccc3cccnc32)c1C	-0.9%	3.2	69	8%	-7%	0%	-0.3%	1.7%	3%	8%
Cc1[nH]c2ccc(-c3nnc(SCC(=O)c4ccc(F)cc4)o3)cc2c1C	1.6%	3.3	40	37%	25%	1%	-0.1%	0.1%	-3%	0%
CCOC(=O)c1oc2ccccc2c1NC(=O)c1ccc(S(=O)(=O)N(C)C)cc1	-2.3%	2.5	60	12%	18%	-2%	0.2%	7.3%	-3%	12%
COC(=O)c1ccc(NC(=S)NCc2ccco2)cc1	-1.8%	1.3	48	-4%	11%	2%	-0.1%	-1.7%	-8%	14%
O=C(NC1CCCc2c1cnn2-c1cc(F)cc(F)c1)c1cc[n+]([O-])cc1 (stereo unspecified)	3.5%	-0.1	76	2%	-3%	4%	0.7%	0.0%	-4%	10%
COc1ccccc1NC(=O)CNC(=O)c1ccccc1C	-0.8%	0.0	61	4%	4%	2%	-0.2%	3.7%	-2%	-7%
CC1=C(C(=O)OC(C)C)C(c2ccc3c(c2)OCO3)NC(=O)N1 (stereo unspecified)	0.5%	1.5	72	0%	-1%	0%	-0.1%	0.0%	-6%	-3%
CC(C)Cn1c(=O)c(C(=O)Nc2ccccc2S(N)(=O)=O)c(O)c2ccccc21	10%	7.9	82	-6%	0%	-4%	-0.5%	0.9%	1%	32%
CCc1c(C)sc2nc3c(C(=O)N4CCOCC4)cc(C(=O)c4cc(F)ccc4O)cn3c(=O)c12	0.7%	9.9	59	12%	-4%	2%	-0.4%	0.4%	-9%	29%
CCOC(=O)c1sc2nc(C)nc(NCc3ccc(F)cc3)c2c1C	2.9%	2.1	53	-4%	0%	1%	0.3%	1.0%	-10%	21%
CCOC(=O)Cn1c(=O)c(-c2ccccc2NC)nc2ccccc21	1.1%	-0.1	47	-4%	-4%	0%	-0.1%	0.5%	3%	-4%
COc1cccc(-n2cnnn2)c1	0.7%	2.9	78	-1%	-7%	1%	0.3%	0.5%	-4%	-3%
CCOC(=O)c1sc2nc(CC(=O)OC)nc(NCc3ccc(F)cc3)c2c1C	1.2%	13	75	23%	-3%	0%	-0.1%	0.8%	-1%	5%
CCOc1ccc2nc(NCCNS(=O)(=O)c3ccccc3)c(C#N)cc2c1	-0.8%	0.8	89	5%	5%	-1%	0.3%	0.4%	15%	-23%	Dengue-2 NS5 capping pilot replicate=-2.1

Arranged by molar mass (ascending): some entries from above
SMILES	HIV peptide binding	NTR1 ag	NTR1 ag cell count 20 µM	GPR55 antagonists	GPR35 arrestin U2OS	SIAH1 antagonists	GPR55 activation	K1F lysis inhibition	Dengue-2 NS5 capping	AID2073	others
CC1=C(C(=O)OC(C)C)C(c2ccc3c(c2)OCO3)NC(=O)N1 (stereo unspecified)	0.5%	1.5	72	0%	-1%	0%	-0.1%	0.0%	-6%	-3%
CCOC(=O)c1sc2nc(CC(=O)OC)nc(NCc3ccc(F)cc3)c2c1C	1.2%	13	75	23%	-3%	0%	-0.1%	0.8%	-1%	5%
CCc1c(C)sc2nc3c(C(=O)N4CCOCC4)cc(C(=O)c4cc(F)ccc4O)cn3c(=O)c12	0.7%	9.9	59	12%	-4%	2%	-0.4%	0.4%	-9%	29%

Additional compounds follow:
SMILES	HIV peptide binding	NTR1 ag	NTR1 ag cell count 20 µM	GPR55 antagonists	GPR35 arrestin U2OS	SIAH1 antagonists	GPR55 activation	K1F lysis inhibition	Dengue-2 NS5 capping	AID2073	others
Cc1ccc(NC(=O)C2(N(C(=O)Cn3nnnc3N)c3ccc(C)cc3)CCCCC2)cc1	0.5%	-2.3	80	17%	1%	1%	0.2%	2.5%	3%	-5%
CC(=O)Nc1ccc(OCC(O)Cn2cccn2)cc1 (stereo unspecified)	-0.3%	1.3	66	11%	-4%	5%	-0.1%	1.6%	-6%	-2%
COCCn1c(N)c(S(=O)(=O)c2cccs2)c2nc3ccccc3nc21	-0.4%	2.3	54	-2%	8%	-8%	-0.1%	2.0%	-2%	16%
COc1ccc(C(c2nnnn2CCc2ccccc2)N2CCN(C3CCCC3)CC2)cc1OC (stereo unspecified)	-1.1%	-6.5	83	12%	-8%	4%	-0.2%	-0.3%	0%	-7%
Cc1cccc(Nc2nc(N)c([N+](=O)[O-])c(NCc3ccccc3)n2)c1	0.1%	30	29	-3%	-8%	4%	0.4%	x	x	-6%
CC1(Cc2cn(CCC#N)c3ccccc23)OCCO1	-1.6%	0.4	65	2%	6%	8%	0.2%	1.2%	6%	-1%
CNC(=O)C1CC(=O)N(c2ccc(C)cc2)C1 (stereo unspecified)	-0.3%	-0.7	66	2%	9%	3%	0.7%	0.1%	2%	5%
CSc1ccccc1OCc1cc(C(=O)N2CCN(c3ccccc3)CC2C)no1 (stereo unspecified)	-2.5%	1.3	59	-2%	1%	0%	-0.1%	0.1%	-9%	7%
CCOc1cc(CNc2ccc3[nH]c(=O)[nH]c3c2)ccc1OCC(=O)NC(C)(C)C	3.4%	-1.2	58	14%	-13%	8%	-0.1%	-1.3%	-3%	35%
O=C(N/N=C/c1ccncc1)c1cc(Br)ccc1OCc1ccccc1	-3.6%	1.1	87	5%	-16%	4%	-0.3%	0.1%	-3%	13%
COCCCn1c(-c2cccs2)nc2nc3ccccc3nc21	0.1%	-1.1	60	-1%	-10%	-1%	-0.1%	-0.3%	-2%	18%
CCCc1nnc(NC(=O)c2c(O)c3cccc4c3n(c2=O)CCC4)s1	24%	-2.0	19	-18%	1%	7%	-0.2%	x	x	17%
O=C(NN=C1CCN(Cc2ccccc2)CC1)c1ccccc1	-1.9%	0.8	95	2%	-16%	3%	-0.5%	0.2%	-11%	4%
Cc1ccc(N(CC(=O)NC2CCCCC2C)S(=O)(=O)c2c(C)noc2C)cc1 (stereo unspecified)	-0.3%	1.4	59	5%	18%	-5%	-0.1%	-0.1%	5%	6%
Cc1cc(C)nc(NC(=O)c2cccc(Cl)c2)n1	6.1%	-0.5	78	4%	0%	0%	-0.2%	1.0%	2%	2%	Dengue-2 NS5 capping pilot replicate=1.4
Cn1cc(CN2CCCC(C(=O)Nc3cccc(-c4cc5ccccc5[nH]4)c3)C2)cn1 (stereo unspecified)	-1.0%	0.8	71	20%	7%	0%	0.2%	0.3%	-2%	-4%
Cc1cc(F)ccc1S(=O)(=O)N1CCCOC1CNC(=O)C(=O)NCc1ccc2c(c1)OCO2 (stereo unspecified)	0.3%	0.2	59	2%	-4%	0%	0.0%	0.2%[50 µM]	-5%	22%
CSc1ccccc1OCc1cc(C(=O)N(C)Cc2nonc2C)no1	-0.7%	-0.2	60	14%	-11%	-3%	-0.1%	1.2%[50 µM]	7%	9%
